KDM5B inhibitor: KDM5B demethylase inhibition; KDM5B demethylase, FDH-coupled NADH fluorescence (FDH is formaldehyde dehydrogenase); Potency, µM (doses to about 57.7 µM), for inactives: at the top dose activity change, negative = inhibition, usual class: inhibitors; 220,000 compounds, 2.6% hits; AID 1347165; active means well fitted inhibition curve with a large enough effect; inconclusive means small, poorly fitted or top-dose-only effect; inactive means no such curve, though single readings can be large or run the other way; further: 0% is about no effect; nearly all actives have a fitted effect of over 70% in size
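Compound dilutions met 200 nM (final) KDM5BΔAP for 10 min at room temperature before substrate addition. The substrate mix held 12.5 µM H3K4me3 with cofactors 25 µM α-ketoglutarate and 50 µM Fe²⁺. NADH signal gain over 30 min defined activity.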
* marks the source's active call; other numbers are inactive results; i = inactive; ? = inconclusive; & = joins results of further samples; [ ] = another dose, or the depositor's remark. Potency means the concentration at half of the fitted maximal effect. This is a subset. The share of hits here may be higher or lower than overall.

Structure,KDM5B inhibitor
COc1ccc(-c2cc(N3CCC(NC(=O)c4cccc(C)c4)CC3)n[nH]2)cc1,-6%
CCCCCC(=O)N1CC[C@H]2COC(=O)N2c2cc(F)ccc2C1,-1%[86.2 µM]
COc1cc(C)c2c(c1C)C[C@H](C(C)C(=O)NCc1cccs1)CC2 (stereo partly drawn),?
CC(Oc1ccc(C(=O)c2ccccc2)cc1)C(=O)N1CCc2ccccc21 (stereo not drawn),0%
COC(=O)[C@@H]1C[C@@H](NS(=O)(=O)c2ccc(C(F)(F)F)cc2)CN1C,-32%
O=C(CCc1cc2n(n1)CCCNC2)Nc1ccc(-n2cncn2)cc1,?
O=C1[C@@H]2C[C@@H](O)CN2C2(CN(Cc3c[nH]c4ccccc34)C2)C(=O)N1Cc1ccccc1F,-6%
COc1ccc(C(=O)N[C@@H]2CCC[C@@H]2C(=O)NCCN2CCCCC2)cn1,5%
Cc1ccc(N(C)S(=O)(=O)c2nnc(NC(=O)CC(C)C)s2)cc1,-2%
O=C(c1cccnc1OC1CCN(Cc2ccccn2)C1)N1CCOCC1 (stereo not drawn),?
O=C(NCCN1CCOCC1)c1noc(-c2ccccc2F)n1,-25%
O=C(CSc1nc(N2CCOCC2)nc(N2CCOCC2)n1)Nc1ccccc1F,-2%
CN(C)c1ccc(C2CC(c3ccccc3)=CC(O)(c3ccccc3)C2C(=O)c2ccccc2)cc1 (stereo not drawn),53%[activator]
O=C(c1ccc2c(c1)N(Cc1ccc(Cl)cc1)C(=O)c1ccccc1S2=O)N1CCCCC1 (stereo not drawn),0%
CCCN(Cc1ccc(S(=O)(=O)NC)cc1)Cc1ccccc1OC,?

Arranged by length of the SMILES (smallest number first): some entries from above.
Structure,KDM5B inhibitor
O=C(NCCN1CCOCC1)c1noc(-c2ccccc2F)n1,-25%
O=C(CCc1cc2n(n1)CCCNC2)Nc1ccc(-n2cncn2)cc1,?
CN(C)c1ccc(C2CC(c3ccccc3)=CC(O)(c3ccccc3)C2C(=O)c2ccccc2)cc1 (stereo not drawn),53%[activator]

More results follow.
Structure,KDM5B inhibitor
Cc1ccccc1S(=O)(=O)Cc1ccc(C(=O)NCc2ccccc2Cl)o1,?
CCCCOC(=O)CNc1nc(-c2ccccc2)c2cc(C)ccc2n1,-12%
O=C1NCCCCCCN(C(=O)c2ccco2)[C@H]2C[C@H](C(=O)N3CCc4ccccc4C3)C[C@@H]12,-37%
CC(C)c1nnc(NC(=O)COC(=O)/C=C/c2ccc([N+](=O)[O-])cc2)s1,11%
Cc1ccsc1C(=O)NC1CCN(c2cnn(Cc3ccccc3)c(=O)c2)CC1,-6%
CCc1ccc[n+](-c2nc([O-])sc2C=O)c1,22%
O=C(O)Cc1ccc(NC(=O)Nc2cccc3ccccc23)cc1,19%
Cc1ccc(C)c(NC(=O)Cn2c(=O)c(-c3noc(C)n3)c3n(c2=O)CCCC3)c1,10%
CCOC(=O)C(C)Oc1ccc2cc(-c3ccc(Cl)cc3)c(=O)oc2c1 (stereo not drawn),i
CCOCCc1nn2c(=O)cc(COC(=O)c3ccccc3NC(=O)CC(C)C)nc2s1,-14%
COc1ccc2cc(C(=O)NCC(=O)N3CCCCCCNC(=O)CC3c3ccccc3)[nH]c2c1 (stereo not drawn),?
CC1(CNc2ccccc2)COc2ccc(C(=O)Nc3ccc4[nH]ccc4c3)cc2N1 (stereo not drawn),?
N#Cc1ccccc1Cn1c(=O)n(CCCC(=O)NCc2ccc3c(c2)OCO3)c(=O)c2ccccc21,4%
Cc1cc(-c2ccccc2)n2nc(N)nc2n1,?
Cn1cc(CN2C[C@@H](F)[C@@H](OCc3nc4ccc(F)cc4[nH]3)C2)cn1,-14%[86.2 µM]
COc1cc(-c2[nH]ncc2CN2CCCC2c2ccccn2)cc(OC)c1OC (stereo not drawn),-22%
O=C(c1cccnc1)N1CCC(OC2CCN(Cc3cccnc3)CC2)CC1,21%
Cn1c(=O)c2c(-c3ccc(Cl)cc3)n(Cc3ccccc3)cc2n(C)c1=O,?
Cc1ccc(Cn2cc(C(=O)c3ccc4c(c3)OCO4)c(=O)c3cc(C)ccc32)cc1,-20%
COc1ccc(C(=O)C2CCCN(Cc3csc(C(C)=O)c3)C2)c(OC)c1 (stereo not drawn),29%
Cc1nc(N2CCCC2)nc(N2CCC3(CC2)OCCCC3O)c1C (stereo not drawn),?
Cc1cc(Br)ccc1SCC(=O)OCC(=O)Nc1ccccc1OC(F)F,9%
O=C(NCc1ccc2c(c1)OCO2)c1ccc2c(c1)N(C(=O)c1ccc(F)cc1)CC2,-27%
Cc1ccc(Cl)cc1NC(=O)C(C)N(C)Cc1ccc2c(c1)OCCO2 (stereo not drawn),10%
CN1CCCC1c1nc(C2CN(S(=O)(=O)c3ccc4c(c3)CCC4)C2)no1 (stereo not drawn),-22%
O=C(COc1cc2oc(=O)cc(-c3ccccc3)c2cc1Cl)NCc1cccnc1,5%
CCOc1ccccc1C1CC(=O)NC(C)=C1C(=O)OCc1ccc(C)cc1 (stereo not drawn),?
CC(C)NCc1ccc(C(=O)O)cc1,6%
CCN(CC)S(=O)(=O)NC(C)Cc1ccco1 (stereo not drawn),6%
C=CCSc1nc2c(c(=O)[nH]c(=O)n2C)n1CCc1ccccc1,15%
COCCn1c2c(c(=O)n1-c1ccccc1)CCN(C(=O)c1nc3ccccc3[nH]1)C2,3%[86.2 µM]
O=C(c1nc(-c2ccsc2)c2ccccn12)N1CCOCC1,35µM*
COc1ccc(NC(=O)CSc2nc(C3CC3)nc3ccccc23)c(OC)c1,-5%
CN(C)C[C@H]1O[C@H](Cc2cc(CN(C)Cc3ccccc3)on2)CC[C@@H]1O,-19%[86.2 µM]
CC(C)C1=NOC2(CCN(C(=O)c3ccccn3)C2)C1 (stereo not drawn),8%[149 µM]
O=C1CC2CCCC(C1)N2[S+](=O)([O-])c1cc(C(F)(F)F)cc(C(F)(F)F)c1,-16%
O=C(NCc1nnc2c(-c3nc(C4CC4)no3)cccn12)c1ccc(F)cc1,22µM*
O=C(C1CCCC1)N1CCC2(C1)C(=O)N(CCc1ccccc1)c1ccccc12 (stereo not drawn),-4%&-10%
O=C(Nc1cc(F)cc(F)c1)N1CCCC2(C1)Nc1cccnc1NC2=NC1CCCC1 (stereo not drawn),14µM*
COc1ccccc1C1CC(c2ccccc2)=NN1C(=O)c1ccccc1 (stereo not drawn),-14%
O=C(CCc1c[nH]c2ccccc12)N1CCCCCCC1,1%
Cc1cc(Nc2ccccc2)nc(Nc2ccc(NC(=O)c3ccc(Cl)cc3)cc2)n1,?
C=CCn1ccc(O)c(Cc2ccc(Cl)cc2)c1=O,15%
N#CC(C(=O)c1ccc(SC(F)F)cc1)c1ccccn1 (stereo not drawn),3%
COc1ccc(OC)c(-n2cnc3cc(C(=O)NCCc4ccccc4)ccc32)c1,-12%
CCc1ccc(OC(=O)c2cc3cc(Br)ccc3oc2=O)cc1,2%
COC(=O)CNc1ccccc1C(=O)NCC(F)(F)F,?
O=C(c1ccsc1)N1CCC2(CC1)CC(N(Cc1ccccc1)C1CC1)CCO2 (stereo not drawn),-28%
COCC1CN(C(C)=O)CC12CCN(C(=O)COc1ccc(Cl)cc1)CC2 (stereo not drawn),3%
CCc1ccc(-n2c(=O)c3ccccc3n3c(=S)[nH]nc23)cc1,-3%
CCOC(=O)c1c(NC(=O)COc2ccc(F)cc2)sc2c1CCC(C)C2 (stereo not drawn),-25%
COc1cccc(N2CCN(C(=O)c3nc(-c4ccc(Cl)cc4)n4c3CCCCC4)CC2)c1,-21%
O=C(Cn1c(-c2cccs2)cc2cc(F)ccc21)NCCc1ccc(Cl)cc1,?
COc1ccc2c(CNCc3ccco3)c(C(=O)O)n(Cc3ccccc3)c2c1,?
CC(C)CN(Cc1cccnc1)C1CN(C(=O)CC2CCCCC2)C1,16%
Cc1ccc(C2Cn3nnc(C(=O)N4CCC(C(=O)Nc5ccc(C)c(F)c5)CC4)c3CO2)cc1 (stereo not drawn),-12%
Cc1cc(NC(=O)CN2C(=O)NC3(CCCCC3)C2=O)ccc1Br,19%
Cc1cc(C(=O)N2CCn3nc(C(O)CO)cc3C2)c2c(C)noc2n1 (stereo not drawn),-5%
CS(=O)(=O)N1C[C@H]2CCN(C(=O)c3c(F)cccc3F)C[C@H]21,-4%
O=S(=O)(Nc1cc(F)ccc1F)c1ccc2[nH]c3c(c2c1)CCCCC3,?

An excerpt of these results, as labelled records:
O=S(=O)(Nc1cc(F)ccc1F)c1ccc2[nH]c3c(c2c1)CCCCC3
  KDM5B inhibitor: ?
COC(=O)CNc1ccccc1C(=O)NCC(F)(F)F
  KDM5B inhibitor: ?

(next part)
Structure,KDM5B inhibitor
O=C(NCCC1=CCCCC1)C1(CCO)CCN(c2ncccn2)C1 (stereo not drawn),?
CCOC(=O)C1CCCN(C(=O)Cn2ncc3c4ccccc4n(Cc4ccc(F)cc4)c3c2=O)C1 (stereo not drawn),?
O=C(NC(c1ccccc1)c1ccc(Cl)cc1)c1ccc[n+]([O-])c1 (stereo not drawn),22%
O=C(Cc1cccc(F)c1)N1CCCC(c2noc(COc3ccccc3)n2)C1 (stereo not drawn),-1%
CN(CC(=O)Nc1cc2[nH]c(=O)[nH]c2cc1Br)Cc1ccccc1N1CCOCC1,12%
Cc1ccc(N(C)S(=O)(=O)c2ccc3c(c2)C(C)(C)C(=O)N3C)cc1C,-18%
Cc1cc(C)n(CCc2nc3c4ccccc4nc(N4CCN(c5cccc(C)c5C)CC4)n3n2)n1,-10%
CCC(=O)N1CCc2c(C(=O)NCc3cc(OC)ccc3OC)cccc21,13%
Cc1sc2nc(SCc3ccc(Cl)cc3)n(CCCN3CCOCC3)c(=O)c2c1C,9%
COc1ccccc1CN1C[C@H](O)C[C@H]1c1nc(C2CC2)no1,-9%[86.2 µM]
O=C(O)C(c1ccccc1)N1C(=O)/C(=C\c2ccc(O)c(O)c2)SC1=S (stereo not drawn),?
CCOc1ccc2c(n1)CCN(C(=O)c1ccc(C)cc1)C2,-11%
CCOc1ccc2ccccc2c1CNCC(O)c1ccccc1 (stereo not drawn),6%
COCc1c(C(=O)N/N=C\c2ccccn2)nnn1-c1nonc1N,?
COc1cc(OC)cc(C(=O)NC(C)(C)CC(C)(C)C)c1,-11%
Cc1nn(C(=O)CCCC(=O)N2CCC(CCOc3ccccc3)C2)c2ccccc12 (stereo not drawn),-11%
Cn1nc(-c2ccc(OCC(=O)Nc3ccccc3)cc2)c2ccccc2c1=O,?
COC(=O)[C@]12C[C@H](CC(=O)NCCC(C)C)C(=O)N(Cc3cccc4ccccc34)C1=C[C@H](C(C)C)O[C@@H]2C1CC1,-11%
CCc1ccccc1-n1nnc(-c2nsc(NC(=O)c3ccc(C)c(C)c3)n2)c1C,?
Cc1ccc(Cl)cc1NC(=O)CSc1nc2c(c(=O)[nH]1)CN(Cc1ccccc1)CC2,-16%
O=C(Nc1ccccc1[N+](=O)[O-])c1csnn1,-16%
COc1ccccc1NC(=O)c1ccc(N2CCCN(Cc3ccccc3C)C2=O)cc1,-6%
Cc1cc2c(cc1NS(=O)(=O)c1ccc(Br)cc1)n(C)c(=O)c(=O)n2C,?
CC(NC(=O)CSc1nc2ccccc2o1)c1ccccc1 (stereo not drawn),7%
CCOC(=O)c1c(C)c(-c2ccccc2)n(CC(=O)NC2CCCCCC2)c1C,-4%
CCCCCCNC(=O)C(C#N)c1nc2ccccc2nc1N1CCN(c2ccc(F)cc2)CC1 (stereo not drawn),8%
CC(=O)N1CCc2nn(CC(=O)Nc3cccc(F)c3)c(=O)cc2C1,-18%
COc1ccc(Nc2nc(C)nc3c2oc2ccccc23)c(OC)c1,i
Cn1c(SCC(=O)N2CCOCC2)ncc(C(=O)Nc2ccccc2)c1=O,8%
CCc1cc2c(=O)c(-c3ccc4c(c3)OCO4)coc2c(CN(C)C)c1O,?
COc1cccc(CN2Cc3nc(-c4cc(F)cc(F)c4)ccc3OCC2=O)c1,-26%[86.2 µM]
CCc1ccc(OCC(=O)Nc2ccc(S(=O)(=O)NC(C)(C)C)cc2)cc1,-20%
Cc1ccc(C)c(Nc2nn3c(=O)c4cc5c(cc4nc3s2)OCO5)c1,-8%
S=C1Cc2ccccc2N1,?
O=C(c1cc(=O)c2ccccc2o1)N1CCCC1Cc1ccccc1 (stereo not drawn),11%
COc1ccc(-n2nc(C3CCCN(C(=O)c4ccccc4)C3)[nH]c2=O)cc1 (stereo not drawn),-4%
COC(=O)CN1C(CN2CCOCC2)=Nc2ccc(Br)cc2C1c1ccccc1 (stereo not drawn),11%
O=C1CN(C(=O)COc2ccccc2)C(c2ccc(F)cc2)c2cc(Br)ccc2N1 (stereo not drawn),?
Fc1ccc([C@@H]2Nc3ccccc3[C@@H]3C=CC[C@@H]32)cc1,-19%
CCc1ccc(N2CC(C(=O)OCC(=O)Nc3ccc([N+](=O)[O-])cc3)CC2=O)cc1 (stereo not drawn),-7%

Screening data: PubChem BioAssay, National Center for Advancing Translational Sciences (NCATS)
